# Screening results (PubChem BioAssay)
# PvdQ inh: P. aeruginosa PvdQ acylase inhibitors, primary screen, biochemical, fluorescence, plate reader and imaging, single point; AID 488965, 2010; purified PvdQ acylase; 340,000 tested, 0.063% active; PvdQ acylase [Pseudomonas aeruginosa LESB58]; inhibition, % at 10 µM; in the data active means inhibition above about 30%, passing the limit was not always enough; inconclusive means no clear call, values can overlap the other calls;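 further: 0% = vehicle neutral wells and 100% = reference inhibitor wells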
# SR-BI DiI inh: inhibitors of SR-BI mediated HDL lipid uptake, primary screen, ldlA[mSR-BI] cells, fluorescence, single point; Scavenger receptor class B member 1 (Mus musculus), Q61009; ldlA[mSR-BI] CHO cells, DiI-HDL uptake fluorescence, 3 h; inhibition, % at 12.5 µM; 320,000 tested, 0.96% active; AID 488896, 2010;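 active means mean replicate inhibition of at least 70% and a set share of replicates each scoring 70 or more; inconclusive means meets just one of the two criteria; inactive means fails both criteria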;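 further: 0% = median of neutral control wells and 100% = median of positive control wells; values of inactives mirror those of a sister screen read the other way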
# NSD2 inh: NSD2 histone methyltransferase inhibitors, primary screen, biochemical, AlphaScreen, single concentration, set 2 | inhibition, % at 12.5 µM | AID 743445, 2014 | 310,000 tested, 0.54% active | Histone-lysine N-methyltransferase NSD2 (Homo sapiens), O96028 | NSD2 peptide methylation, 120 min; in the data active means inhibition above about 50%
# Target sequence (O96028 whole entry, looked up): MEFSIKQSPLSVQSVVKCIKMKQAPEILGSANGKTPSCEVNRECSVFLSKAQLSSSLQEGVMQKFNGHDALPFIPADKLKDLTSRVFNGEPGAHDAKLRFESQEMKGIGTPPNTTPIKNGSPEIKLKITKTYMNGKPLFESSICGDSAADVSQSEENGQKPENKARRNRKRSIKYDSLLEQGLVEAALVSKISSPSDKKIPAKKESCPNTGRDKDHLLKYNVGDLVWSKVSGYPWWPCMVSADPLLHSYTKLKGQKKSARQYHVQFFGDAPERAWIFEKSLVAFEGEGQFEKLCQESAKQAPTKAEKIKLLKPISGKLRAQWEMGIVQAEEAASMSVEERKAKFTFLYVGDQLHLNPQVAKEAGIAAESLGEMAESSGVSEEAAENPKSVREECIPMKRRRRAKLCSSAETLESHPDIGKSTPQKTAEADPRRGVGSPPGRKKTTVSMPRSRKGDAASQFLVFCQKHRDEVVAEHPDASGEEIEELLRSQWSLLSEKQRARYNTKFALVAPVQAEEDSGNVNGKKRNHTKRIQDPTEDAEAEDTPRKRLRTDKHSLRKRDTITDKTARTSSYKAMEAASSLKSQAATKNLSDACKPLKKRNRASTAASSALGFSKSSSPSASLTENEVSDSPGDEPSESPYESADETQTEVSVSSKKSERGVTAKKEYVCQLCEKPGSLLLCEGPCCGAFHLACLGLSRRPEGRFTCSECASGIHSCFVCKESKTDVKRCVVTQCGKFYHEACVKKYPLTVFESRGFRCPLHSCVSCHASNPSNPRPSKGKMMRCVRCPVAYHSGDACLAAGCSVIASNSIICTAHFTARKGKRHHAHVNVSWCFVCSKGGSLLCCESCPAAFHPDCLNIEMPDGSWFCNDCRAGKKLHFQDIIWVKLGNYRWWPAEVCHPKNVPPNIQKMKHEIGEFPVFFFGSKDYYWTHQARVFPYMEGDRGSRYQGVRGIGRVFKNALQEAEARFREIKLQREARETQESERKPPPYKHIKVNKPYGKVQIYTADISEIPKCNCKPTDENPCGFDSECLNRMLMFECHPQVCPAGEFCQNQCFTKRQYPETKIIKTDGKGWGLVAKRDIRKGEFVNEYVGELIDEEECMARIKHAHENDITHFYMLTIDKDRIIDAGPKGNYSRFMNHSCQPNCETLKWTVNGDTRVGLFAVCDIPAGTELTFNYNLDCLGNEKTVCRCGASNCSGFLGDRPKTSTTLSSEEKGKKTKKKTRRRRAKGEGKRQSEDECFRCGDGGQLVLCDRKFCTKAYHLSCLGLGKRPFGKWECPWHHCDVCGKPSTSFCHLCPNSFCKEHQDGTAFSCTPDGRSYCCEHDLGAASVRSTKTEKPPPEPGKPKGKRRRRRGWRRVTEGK
# dFosB activator: activators of delta FosB homodimer, primary screen, biochemical, fluorescence polarization, TAMRA-CDK5 oligo, single point; Protein FosB (Mus musculus), P13346; purified delta FosB; percent of positive-control signal above neutral wells; activation, % at 25 µM; 340,000 tested, 0.99% active;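 active means mean activation above about 17%, with every replicate also reaching it, limit read from the data, passing the limit was not always enough; inconclusive means only one of the two conditions met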;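 further: fluorescence polarization rise as delta FosB binds a TAMRA Cdk5 AP-1 oligo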
# V-ATPase pH: regulators of yeast V-ATPase proton pumping, primary screen, pHLuorin cytosolic pH fluorescence; S. cerevisiae; response, % at 10 µM; 350,000 tested, 0.37% active; in the data active means response mostly above about 7.3%, no sharp cut-off; inactive means mostly below about 5.4%; further: actives read high; inactives centre near 0; some compounds called inactive have numbers as strong as hits; reference of the scale not given here
# HTR5A inv ctr: HTR5A inverse agonists in luminescence cell assay, primary screen, counter-screen for OPRM1-OPRD1 heterodimer inverse agonist project, full-deck HTS; 5-hydroxytryptamine receptor 5A (Homo sapiens), P47898; HTR5A cell line, inverse agonism; inhibition, % at 9.3 µM; 340,000 tested, 0.083% active; AID 504634, 2011; in the data active means inhibition mostly above about 23%, no sharp cut-off; inactive means mostly below about 18%;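 further: 0% = cells with DMSO and 100% = no-cell wells with DMSO; some compounds called inactive have numbers as strong as hits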
# Wnt act: Wnt/beta-catenin pathway activators, primary screen, cell-based, plate reader, single point; 300,000 tested, 1.2% active; activation, % at 9.35 µM; Wnt/beta-catenin reporter cell assay, activator; in the data active means activation above about 30%, passing the limit was not always enough; inconclusive means no clear call, values can overlap the other calls;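 further: 0% = neutral control wells and 100% = positive control wells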
# HTR5A ag: HTR5A agonists in luminescence cell assay, primary screen, counter-screen for OPRM1-OPRD1 heterodimer agonist project, full-deck HTS; cell-based; activation, % at 9.3 µM; 340,000 tested, 0.61% active; in the data active means activation mostly above about 9.5%, no sharp cut-off; inactive means mostly below about 7.6%;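 further: 0% = cells with vehicle only and 100% = reference agonist; strong numbers were not always called active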
# CDK5 inh: inhibitors of human CDK5/p35 kinase, primary screen, biochemical, single concentration. Recombinant CDK5/p35, ADP-Glo luminescence, 60 min. 330,000 tested, 0.01% active. Cyclin-dependent kinase 5 (Homo sapiens) + Cyclin-dependent kinase 5 activator 1 (Homo …. inhibition, % at 10 µM;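 active means highest replicate inhibition of at least 50% and at least 75% of replicates reaching 50%; inconclusive means only one of the two criteria met; inactive means both criteria failed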;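 further: plate controls were DMSO neutral control for no effect and GW8510 at 10 µM for full effect; many of its hits are not listed in these tables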
# MITF TRPM1 HTS: activators of MITF-driven TRPM1 promoter reporter, primary screen, cell-based, SK-MEL-5, luciferase, single point; SK-MEL-5 TRPM1-promoter luciferase, 24 h; % of positive control, neutral wells = 0; activation, % at 12.5 µM; 300,000 tested, 0.75% active;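 active means mean activation of at least 80% with every replicate also reaching 80%; inconclusive means mean reaches 80% but some replicate falls short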;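 further: 0% = neutral control wells and 100% = parthenolide positive control wells; values of inactives mirror those of a sister screen read the other way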
# * = called active by the depositor; ? = inconclusive; / = not tested or not shown. Outcome played no part in choosing rows. About 5% of those tested had a hit in this group.
SMILES,PvdQ inh,SR-BI DiI inh,NSD2 inh,dFosB activator,V-ATPase pH,HTR5A inv ctr,Wnt act,HTR5A ag,CDK5 inh,MITF TRPM1 HTS
Cc1cc(N2CCN(C(=O)OC(C)(C)C)CC2)n2ncnc2n1,-3,/,-1,3,-2,-39,/,0,-1.1,-9
CC(C)C12NC(=O)NC(=O)N1CCS2 (stereo not given),4,-13,-1,-4,-2,13,-6,-3,0.9,-1
Cc1cc(C)c(NC(=O)CN2CCOCCOCCOCCOCC2)c(C)c1,2,-11,2,3,-1,22,/,0,-1.1,6
CCOC(=O)C1CCN(C(=O)COc2cc(C)c(Br)cc2C)CC1,-13,24,-6,-2,-17,-32,-2,12,1.5,-1
Oc1ccc(CN2CCN(Cc3ccccc3)CC2)c2cccnc12,-10,19,/,-8,-1,2,6,-1,-1.0,/
COc1c(C=NNC(N)=O)c(OC)c(OC)c2c1CCO2,-14,5,-1,3,5,8,0,-2,-0.2,0
O=C(OCc1ccc(Br)cc1)c1ccncc1,3,-8,-2,0,-1,2,-4,-3,0.5,-16
COc1ccc(NS(=O)(=O)c2cccc(NC(=O)CNC(C)=O)c2)cc1,-8,-2,-3,0,-2,-20,5,7,1.4,6
O=C(N/N=C/c1ccc(O)cc1O)NC12CC3CC(CC(C3)C1)C2,2,11,1,3,-1,17,2,-5,0.3,22
Cc1cnc(C(=O)OCC(=O)NC2CCCC(C)C2C)cn1 (stereo not given),-13,-18,0,3,-1,1,1,0,0.8,-12
COc1ccc2nc(NC3=NCCC3)sc2c1,3,-15,-4,6,-1,-31,57*,-2,0.5,65
CN(C)NC(=S)Nc1cccc(Cl)c1,-5,-1,1,-3,2,-6,-2,-2,1.3,-2
O=C(O)CCC1(c2ccccc2)NC(=O)NC1=O (stereo not given),-8,/,-1,-4,-2,-12,1,-5,-1.1,11
COc1ccccc1N1CCN(C(=O)c2ccc3ncsc3c2)CC1,3,/,/,-4,-2,3,-7,-3,0.9,-21
COC(=O)c1ccc2[nH]c(C(C)(C)O)c(C)c2c1,-19,20,/,0,-6,-2,20,5,3.0,75
CCN(C(=O)COC(=O)c1ccccc1Cc1ccccc1)C1CCS(=O)(=O)C1 (stereo not given),-2,39,2,-2,2,-1,-1,0,0.0,-9
CC1(C)CC2CC(C)(CN2C(=O)c2ccc([N+](=O)[O-])cc2[N+](=O)[O-])C1 (stereo not given),-10,-6,1,-2,-2,-9,-8,5,-2.5,-44
COc1cc(C(=O)Oc2cccc(/C=N/NC(=O)c3cccnc3)c2)cc(OC)c1OC,-5,34,98*,-27,-4,6,-2,0,1.3,-18
CCOC(=O)C1CCCN(C(=O)Cn2ncc3c([nH]c4ccccc43)c2=O)C1 (stereo not given),-12,-5,7,-17,3,6,-3,3,0.3,-9
O=C(CN(c1ccc2c(c1)OCCO2)S(=O)(=O)c1ccccc1)N1CCN(Cc2ccccc2)CC1,-10,-12,1,-5,0,16,-1,2,-1.6,6
Cc1cc(C(=O)Nc2nnc(C(F)(F)F)s2)cs1,-1,16,2,3,-2,-20,-5,7,-0.9,-5
O=C1c2ccccc2C(=O)N1CC(=O)N1c2ccccc2Sc2ccc(C(F)(F)F)cc21,3,30,-2,-7,-10,8,-8,3,-0.7,9
CC(=O)c1ccc(NC(=O)c2ccc([N+](=O)[O-])o2)cc1,-3,1,3,4,1,-9,6,2,1.5,/
CCOC(=O)c1nnn(CC(=O)NC(=O)Nc2ccc(F)cc2)c1C(=O)OCC,-7,/,-7,-5,-3,12,-1,5,0.7,8
Oc1c(Br)cc(Br)cc1C=Nc1cccc2ncccc12,-1,0,-2,-67,-11,17,2,3,0.4,/

# 3 compounds out of the list above, arranged by the number in CDK5 inh, lowest first:
Structure	CDK5 inh
O=C(CN(c1ccc2c(c1)OCCO2)S(=O)(=O)c1ccccc1)N1CCN(Cc2ccccc2)CC1	-1.6
COc1ccc2nc(NC3=NCCC3)sc2c1	0.5
CCOC(=O)c1nnn(CC(=O)NC(=O)Nc2ccc(F)cc2)c1C(=O)OCC	0.7

# Going on with the list.
SMILES,PvdQ inh,SR-BI DiI inh,NSD2 inh,dFosB activator,V-ATPase pH,HTR5A inv ctr,Wnt act,HTR5A ag,CDK5 inh,MITF TRPM1 HTS
Cc1sc2nc(CSCC(=O)NC3(C#N)CCCCC3)[nH]c(=O)c2c1C,-15,-16,4,-5,/,8,-1,0,1.5,10
COc1cc(C(=O)O)c([N+](=O)[O-])c(OC)c1OC,23,-6,-3,-3,0,0,-2,4,0.3,-4
COCCCn1c(=O)c2sccc2n2c(CCCC(=O)N3CCN(c4ccccn4)CC3)nnc12,-15,-1,2,-2,0,-17,-1,0,0.6,-9
CC(C)CCNC(=S)Nc1ccccn1,-18,-3,0,-7,-3,-10,/,4,-2.4,-4
O=C(CCl)NC(Cc1c[nH]c2ccc(OCc3ccccc3)cc12)C(=O)O (stereo not given),2,-14,15,4,-2,17,0,-5,-1.3,15
CCc1noc(C)c1C(=O)OC(C)C(=O)Nc1ccc2c(c1)OCO2 (stereo not given),-19,-11,2,-8,-1,-19,2,3,-0.8,/
Cc1cccc(N(C(=O)CNC(=O)c2ccco2)C(C(=O)NCC2CCCO2)c2ccccc2)c1 (stereo not given),10,-38,3,4,0,-9,1,3,0.7,-3
CCOC(=O)c1c(NC(=S)Nc2ccc(OCC)cc2)sc2c1CCN(C)C2,-15,-5,2,-1,1,-23,-2,2,-3.2,/
CC(C)Oc1ccccc1OCCCCn1cnc2ccccc2c1=O,-16,-20,-2,7,0,7,1,3,-0.8,-4
CN(Cc1ccc2nsnc2c1)Cc1nc(Cc2cccc(F)c2)no1,4,/,/,-11,14*,-25,0,3,-3.1,-3
CC1=NN(c2ccccc2)C(=O)C1C(=O)C(=O)Nc1ccc(F)cc1 (stereo not given),9,3,0,1,6,-13,0,-5,0.6,?
CC(C)(C)NC(=O)NC(=O)CN1CCN(S(=O)(=O)c2ccc3c(c2)CCCC3)CC1,-9,-12,5,-14,7,11,1,-4,-3.2,8
Cc1cccc(/C=C2/Sc3ccc(C(=O)NCCN4CCCC4)cc3NC2=O)c1,-6,21,25,?,5,-1,5,2,/,-87
O=C(NCCC1=CCCCC1)C1CCN(S(=O)(=O)c2ccc(-n3cnnn3)cc2)CC1,6,-7,-2,3,-1,-24,0,9,-0.1,-2
Cc1ccc(S(=O)(=O)NCCc2nnc3ccc(SCC(=O)Nc4nc(C)cs4)nn23)cc1,5,7,-2,-3,-2,-22,2,0,-0.5,-11
CCOC(=O)c1cc(NC(=O)OC)c(C)nc1C,-7,-21,-2,-1,1,-39,/,1,0.2,5
Brc1ccc(NC(c2ccccc2)c2ccncc2)cc1 (stereo not given),4,-18,-1,2,2,-4,0,1,-1.3,-3
CC(=O)N/C(=C\c1ccccc1)C(=O)OCC(=O)N1CCCCCC1,4,-14,-3,-2,-7,7,-3,-3,1.0,2
COc1ccc(S(=O)(=O)N2CCN(CCc3ccccc3)CC2)c(OC)c1,0,19,1,-4,0,-1,-1,5,0.3,2
O=C(CN1CCOCC1)Nc1ccccc1Sc1ccccc1,-19,-15,-2,-3,-2,-18,/,6,-4.1,1
CC[C@]1(C(=O)OC)[C@H]2C(=O)N(C)C(=O)[C@H]2[C@H]2CN=C(SCC3CC3)N21,-9,-5,/,-4,2,7,0,-2,-2.2,9
Cc1ccc(NS(=O)(=O)c2ccc3c(c2)oc(=O)n3C)cc1C,-6,-3,2,1,0,22,-1,-6,-0.1,-11
Cc1nn(CC(=O)N(C)C2CCS(=O)(=O)C2)c(C)c1S(=O)(=O)N(C)C (stereo not given),-10,-3,-3,-2,0,13,-3,-5,-0.7,3
O=C(NC1CCCC1)C1CCCN1C(=O)Nc1ccccc1Cl (stereo not given),-6,/,-1,4,0,-23,/,-2,-0.2,3
Cc1onc(-c2ccccc2Cl)c1C(=O)OCC(=O)Nc1cccc(S(=O)(=O)N(C)C)c1,-2,38,-2,-2,1,-8,0,3,0.0,-7

# The list goes on; it opens with the five that closed the last part.
SMILES,PvdQ inh,SR-BI DiI inh,NSD2 inh,dFosB activator,V-ATPase pH,HTR5A inv ctr,Wnt act,HTR5A ag,CDK5 inh,MITF TRPM1 HTS
CC[C@]1(C(=O)OC)[C@H]2C(=O)N(C)C(=O)[C@H]2[C@H]2CN=C(SCC3CC3)N21,-9,-5,/,-4,2,7,0,-2,-2.2,9
Cc1ccc(NS(=O)(=O)c2ccc3c(c2)oc(=O)n3C)cc1C,-6,-3,2,1,0,22,-1,-6,-0.1,-11
Cc1nn(CC(=O)N(C)C2CCS(=O)(=O)C2)c(C)c1S(=O)(=O)N(C)C (stereo not given),-10,-3,-3,-2,0,13,-3,-5,-0.7,3
O=C(NC1CCCC1)C1CCCN1C(=O)Nc1ccccc1Cl (stereo not given),-6,/,-1,4,0,-23,/,-2,-0.2,3
Cc1onc(-c2ccccc2Cl)c1C(=O)OCC(=O)Nc1cccc(S(=O)(=O)N(C)C)c1,-2,38,-2,-2,1,-8,0,3,0.0,-7
CC(C)CNC(=O)C(=O)Nc1ccc(N(C)C)cc1,-13,-21,0,-5,8,11,?,-4,0.8,52
COc1ccc(C/C(N)=N/OC(=O)c2cccs2)cc1,-11,-5,-3,-9,-1,4,1,-1,-0.1,6
COC(=O)[C@H](CCSC)NC(=O)c1cccnc1SC,1,-11,0,-3,-3,12,36*,1,-1.2,/
Cn1c(SCC(=O)NC2CC2)nnc1-c1ccc(Cl)cc1,10,-18,2,-4,-1,-33,-2,13,-1.0,6
CC(=O)c1ccc(NC(=O)c2ccc(CNc3c(N4CCOCC4)c(=O)c3=O)cc2)cc1,-9,3,3,-4,3,12,10,0,-0.6,8
CCOC(=O)C1CCCN(S(=O)(=O)c2ccc3c(c2)C(C)(C)C(=O)N3C)C1 (stereo not given),-6,-33,/,0,4,-23,-2,8,-0.2,/
CC(=O)N1c2ccc(S(=O)(=O)N3CCC(C(=O)Nc4cccc(C(F)(F)F)c4)CC3)cc2CC1C (stereo not given),11,20,-3,-3,-3,3,-4,-1,-2.6,-20
Cc1ccc(O)c(NC(=O)C2CC(c3c(F)cccc3Cl)=NO2)c1 (stereo not given),-8,-37,0,-1,0,2,/,-1,-0.3,/
